# AID inh = blocks human AID cytidine deaminase activity | Q9GZX7 | actives 0.32% (n = 91,000) | AID deamination FRET fluorescence, UDG-coupled, 4 h | Potency, µM (doses to about 115 µM), inactives show at the highest dose activity change, negative = inhibition, usual class: inhibitors | AID 1347428; further: nearly all actives have a fitted effect of over 25% in size
# Target sequence (Q9GZX7 whole entry, looked up): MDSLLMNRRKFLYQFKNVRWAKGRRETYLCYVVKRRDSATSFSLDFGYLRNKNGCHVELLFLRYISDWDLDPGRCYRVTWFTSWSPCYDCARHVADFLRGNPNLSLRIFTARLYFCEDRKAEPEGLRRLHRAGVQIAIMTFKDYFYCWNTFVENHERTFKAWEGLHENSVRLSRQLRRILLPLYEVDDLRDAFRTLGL
# UDG counter = blocks uracil-DNA glycosylase in AID counter-screen. FRET deamination/UDG coupled assay, UDG read, 4 h. Potency, µM (top dose mostly 115 µM), without a hit: at the highest dose activity change, negative = inhibition, hits mostly inhibitors. actives 0.14% (n = 91,000); further: nearly all actives have a fitted effect of over 65% in size
# Active calls of the source: *; ? = inconclusive; & = joins results of further samples; [ ] = dose if it differs, or a comment. The call rests on the fitted dose curve; in most records, active means well fitted curve in the direction sought with a large enough effect; inconclusive means small, poorly fitted or top-dose-only effect, or another doubt; inactive means no such curve, though single readings can be large; an effect the other way counts as inactive or inconclusive. On the % scale 0 is the no-effect control and ±100 the full control effect; potency means the concentration at half of the fitted maximal effect.
entry	SMILES	AID inh	UDG counter
1	CCOc1ccc(-c2nc(Cn3c(=O)cc(C)c4c(C)nn(-c5ccc(C)cc5)c43)c(C)o2)cc1	6%	30%
2	O=C(NCC(=O)N(Cc1cccs1)C1(C(=O)NC2CCCCC2)CCCCC1)c1ccccc1	-26%	-15%
3	CCCCC1CCC(C(=O)NC(C(=O)O)C(C)C)CC1 (stereo not drawn)	3%	5%
4	CCn1cc(CN(C)C(=O)Cn2nc(C(F)(F)F)c(Cl)c2C)c(C)n1	-1%	-3%
5	COc1cc(NC(=O)C2CCN(C(=O)c3sc4nc[nH]c(=O)c4c3C)CC2)cc(OC)c1OC	-2%	-1%
6	Cc1ccc(NC(=O)c2cccn2-c2nnc(N3CCCCC3)s2)cc1Cl	-3%	-7%
7	CCCCCOc1ccc(NC(=O)Cn2c(-c3nonc3N)nc3ccccc32)cc1	23%	3%
8	CS(=O)(=O)N(CC(=O)Nc1ccc(S(=O)(=O)N2CCOCC2)cc1)c1cccc(F)c1	-9%	2%
9	O=C(Nc1ccc(SC2CCCC2)cc1)C1CC=CCC1 (stereo not drawn)	-8%	-5%
10	Cc1cc(Nc2ccc(Br)cc2)nc(C)n1	-4%	-6%
11	CCOc1ccc2c(c1)cc(C(=O)Nc1ccccc1OCC)n2C	-10%	-6%
12	Cc1nc2ccc(S(=O)(=O)NC(C(=O)NCc3ccccc3Cl)C(C)C)cc2s1 (stereo not drawn)	?	-16%
13	Cc1ccc2c(CC(=O)OCC(=O)c3ccc4c(c3)OCO4)coc2c1	6%	?
14	CCCCCn1cnc2c1c(=O)n(C)c(=O)n2C	-6%	8%
15	CC(=O)Nc1ccc(Nc2nc3c(S(=O)(=O)c4cc(C)ccc4C)nnn3c3ccsc23)cc1	29%	15%

entry	SMILES	AID inh	UDG counter
16	Cc1cc2oc(C(=O)N(Cc3ccc(N(C)C)cc3)Cc3ccco3)c(C)c2cc1Cl	?	-8%
17	COCCn1cnnc1SCc1ccc(C(C)(C)C)cc1	2%	-5%
18	COc1ccc(/C=C/c2nc(C#N)c(N3CCCCC3)o2)cc1OC	?	?
19	COc1cc(CC(=O)OCC(=O)Nc2ccc(OC(F)F)cc2)cc(OC)c1OC	-2%	-3%
20	Cc1cc(S(=O)(=O)Nc2cc3c(cc2NCc2ccccc2)n(C)c(=O)n3C)ccc1F	14%	-4%
21	CCN1CCN(c2ncc3c(n2)CCN(CC(C)C)C3)CC1	311%[activator]	2%
22	C#CC[N+](C)(C)CCCCCCCCCCCC	-23%	-16%
23	COc1ccc(C(=O)NCC(c2ccc3c(c2)OCO3)N2CCOCC2)cc1 (stereo not drawn)	18%	-12%
24	Cc1ccc(S(=O)(=O)c2nc(-c3ccccc3F)oc2NCc2ccccc2)cc1	-20%	-15%
25	CCCOc1ccccc1C(=O)N1CCC(c2nc3ccccc3s2)CC1	-2%[57.5 µM]	-12%[57.5 µM]
26	Cc1nn(-c2nc3c(c(=O)[nH]c(=O)n3C)n2CCCc2ccccc2)c(C)c1C	2%	4%
27	CCOc1ccc(Nc2ncnc3c2c(-c2ccccc2)cn3-c2cccc(C)c2)cc1	-18%	-6%[57.5 µM]
28	COc1ccc(CNC(=O)C2Cc3cc(S(=O)(=O)N4CCCCCC4)ccc3N2C(C)=O)cc1 (stereo not drawn)	?	8%
29	CN(c1ccccc1)C(CNS(=O)(=O)c1ccccc1)c1ccccc1 (stereo not drawn)	-17%	?
30	C/C(=N\NC(=S)N/N=C(\C)c1ccccc1)c1ccccc1	-6%	-6%

entry	SMILES	AID inh	UDG counter
31	Cc1ccc(NC(=O)Cn2nc(Cc3ccncc3)c3ccccc3c2=O)c(Cl)c1	?	-2%[57.5 µM]
32	CC(C)(C)c1ccc(-c2nc(SCCCOc3ccccc3)n3[nH]c(=O)cc3n2)cc1	79µM*	-16%
33	C=CCNC(=S)Nc1ccc(F)c(Cl)c1	6%	1%
34	COC(=O)c1ccn(Cc2ccc(Cl)c(Cl)c2)n1	0%	16%
35	N#Cc1ccc(OCCOC(=O)COc2ccc(Cl)cc2Br)cc1	-15%	-12%
36	CC(C)CCn1nc(C(=O)NCc2ccc(Cl)cc2)c2ccccc2c1=O	-16%	-13%
37	COc1ccc(C2CC(=O)Nc3nc(N)sc32)cc1OCc1ccccc1Cl (stereo not drawn)	40µM*	-6%
38	Cc1cccc(CCNC(=O)c2ccc3c(c2)nc2n3CCCCC2)c1	-15%	?
39	CC(=O)Nc1ccc(NC(=O)C(C)OC(=O)c2ccc3ccccc3n2)cc1 (stereo not drawn)	5%	-9%
40	Cc1cc(Nc2cccc(Cl)c2C)n2nc(Cc3ccccc3)nc2n1	-17%	7%
41	Cc1ccc2c(c1)Cc1c(nc(-c3ccc(Cl)cc3)nc1SCC(=O)N1CCCCC1)O2	-4%	-11%
42	CCOC(=O)c1cc(-c2ccccn2)nc2c1c(=O)[nH]c(=O)n2C	10%	4%
43	Cc1nnc(NCC(O)COC(C)c2ccccc2)c(C#N)c1C (stereo not drawn)	10%	3%
44	Cc1cc(C)c(NC(=O)Cn2c(=O)n(CCC(=O)NCc3ccc4c(c3)OCO4)c(=O)c3ccccc32)c(C)c1	5%	-16%
45	COc1ccccc1N1CCN(C(=O)CCSCc2ccccc2F)CC1	-8%	-8%[57.5 µM]

entry	SMILES	AID inh	UDG counter
46	Cn1cc(C(=O)C(=O)NCc2ccccc2)c2ccccc21	-8%	-4%
47	O=C(O)CCCCCN1C(=O)CC(c2ccccc2)CC1=O	5%	2%
48	O=C(COc1ccccc1)OCC(=O)c1ccc2c(c1)OCO2	9%	-8%
49	CCCCOc1ccc(C2=NC(c3ccncc3)=Nc3ccc(Br)cc3N2)cc1	?	-26%
50	N#CCC(=O)c1ccsc1	14%	-5%
51	CC(C)c1ccc(NC(=O)c2cc3c(s2)-c2ccccc2SC3)cc1	?	-15%
52	C=C(C)CN(CC)C(=O)Cc1cccs1	4%	-6%
53	CCn1cc(C(=O)OCC(=O)Nc2cc(C)cc(C)c2)c(=O)c2ccc(C)nc21	27%	-8%
54	Cn1cc(-c2nc(COc3cccc4c3OC(C)(C)C4)cs2)cn1	-7%	-2%
55	CCCCCn1nc(C(=O)NCC2CCOC2)c2ccccc2c1=O (stereo not drawn)	-20%	1%
56	Cc1ccccc1C(=O)N1CCN(CCc2ccccn2)CC1	19%	7%
57	Cn1c(=O)n(-c2ccc(Br)cc2F)c(=O)c2sc3ccccc3c21	14%	-3%
58	Cc1ccc(CN(C(=O)c2ccc([N+](=O)[O-])cc2)c2ccccn2)cc1	0%	14%
59	COc1cccc(C(=O)c2cn(CC(=O)Nc3ccc4c(c3)OCCO4)c3nc(C)ccc3c2=O)c1	10%	0%
60	CCc1ccc(NC(=O)CSc2nc3ccccc3nc2Cc2ccccc2OC)cc1	-11%	?

entry	SMILES	AID inh	UDG counter
61	COc1cc2c(=O)n(CCC(=O)NCC3CCCO3)c(=O)n(CC(=O)Nc3ccc(C)c(C)c3)c2cc1OC (stereo not drawn)	-1%	3%
62	Cc1cc(C)cc(NC(=O)CSc2nc(-c3ccccc3)c3cc(F)ccc3n2)c1	-5%	4%
63	Cc1ccc(-c2cc(C(=O)O)c3cc(Cl)ccc3n2)cc1C	-8%	7%
64	CCc1ccccc1NC(=O)Cn1nnc(-c2nc(-c3ccc(C)cc3)no2)c1N	8%	-3%
65	CN(C)c1ccc(NC(=O)CC(c2ccccc2)c2ccccc2)cc1	5%	1%
66	CN(C)C1(C#CCCCCC#CC2(N(C)C)CCCCC2)CCCCC1	-11%	-11%
67	COc1ccc(NC(=O)c2nn(C)c3c2CCc2sccc2-3)cc1OC	-17%	4%
68	COc1ccc(N(C(=O)c2ccccc2)S(=O)(=O)c2ccc3c(c2)n(C)c(=O)n3C)cc1	-3%	-3%
69	CCC(C)C(NC(=O)C(C)NC(=O)CNC(=O)OCc1ccccc1)C(N)=O (stereo not drawn)	-1%	-2%
70	CC(C)Cn1c(=O)c2ccccc2n2c(CCC(=O)N3CCN(c4ccccc4)CC3)nnc12	?	-7%
71	CCOC(=O)c1c(C)[nH]c(CCC(=O)Nc2cc(Cl)ccc2OC)c1C	?	-3%[57.5 µM]
72	Cc1nn(C)c2c1c(-c1ccccc1)cc(=O)n2Cc1ccc(Cl)cc1	?	?
73	CSc1nc2sc3c(c2c(=O)n1-c1ccccc1C)CCCC3	?	-2%
74	COc1cc(NS(=O)(=O)c2cc3[nH]c(=O)[nH]c3cc2C)cc(OC)c1OC	14%	-11%
75	C#CCN(CC(=O)NC(N)=O)Cc1ccc(C)cc1	-4%	-2%

# 13 compounds from above, ordered by length of the SMILES, rising.
entry	SMILES	AID inh	UDG counter
75	C#CCN(CC(=O)NC(N)=O)Cc1ccc(C)cc1	-4%	-2%
73	CSc1nc2sc3c(c2c(=O)n1-c1ccccc1C)CCCC3	?	-2%
63	Cc1ccc(-c2cc(C(=O)O)c3cc(Cl)ccc3n2)cc1C	-8%	7%
66	CN(C)C1(C#CCCCCC#CC2(N(C)C)CCCCC2)CCCCC1	-11%	-11%
65	CN(C)c1ccc(NC(=O)CC(c2ccccc2)c2ccccc2)cc1	5%	1%
60	CCc1ccc(NC(=O)CSc2nc3ccccc3nc2Cc2ccccc2OC)cc1	-11%	?
71	CCOC(=O)c1c(C)[nH]c(CCC(=O)Nc2cc(Cl)ccc2OC)c1C	?	-3%[57.5 µM]
69	CCC(C)C(NC(=O)C(C)NC(=O)CNC(=O)OCc1ccccc1)C(N)=O (stereo not drawn)	-1%	-2%
62	Cc1cc(C)cc(NC(=O)CSc2nc(-c3ccccc3)c3cc(F)ccc3n2)c1	-5%	4%
74	COc1cc(NS(=O)(=O)c2cc3[nH]c(=O)[nH]c3cc2C)cc(OC)c1OC	14%	-11%
70	CC(C)Cn1c(=O)c2ccccc2n2c(CCC(=O)N3CCN(c4ccccc4)CC3)nnc12	?	-7%
68	COc1ccc(N(C(=O)c2ccccc2)S(=O)(=O)c2ccc3c(c2)n(C)c(=O)n3C)cc1	-3%	-3%
61	COc1cc2c(=O)n(CCC(=O)NCC3CCCO3)c(=O)n(CC(=O)Nc3ccc(C)c(C)c3)c2cc1OC (stereo not drawn)	-1%	3%

# Next part
entry	SMILES	AID inh	UDG counter
76	COc1ccc(NC(=O)c2ccc3c(c2)CCCC3)cc1	-3%	-3%
77	COc1ccc(CNC(=O)c2ccc3c(c2)N(Cc2ccccc2F)C(=O)c2ccccc2S3=O)cc1 (stereo not drawn)	-11%	-7%
78	CCOc1ccc(Nc2oc(-c3ccc(COc4ccc(OC)cc4)o3)nc2C#N)cc1	4%	-2%
79	COc1ccc(C(=O)Nc2ccc3c(c2)N(C)C(=O)c2ccccc2S3)cc1OC	-11%	8%
80	Cc1c(Cl)cccc1S(=O)(=O)Nc1ccc2sc(NC(=O)c3ccccc3)nc2c1	-19%	8%
81	O=C(NC1CCCC1)c1ccc(CSc2nc3cccnc3n2Cc2ccc(F)cc2)cc1	-9%	-14%
82	CNc1c(NC(=O)NCC(C)C)c(=O)oc2ccccc12	-4%	22%
83	Cc1oc(-c2ccccc2Cl)nc1CSc1nncn2c1cc1occc12	14%	-17%
84	CCC(C)(C#N)NC(=O)c1ccc2c(c1)CCC2 (stereo not drawn)	1%	-1%
85	CCOC(=O)c1c(C)oc2ccc(OCC(=O)OC)cc12	-2%	1%
86	Cc1c(-c2ccccc2)c(=O)oc2cc(OC(=O)C3CC3)ccc12	-6%	-2%
87	CCOC(=O)c1cc(NC(=O)C2CCC2)cc(C(=O)OCC)c1	-7%	-2%
88	O=C(NC12CC3CC(CC(C3)C1)C2)c1cccc(F)c1	-1%	-10%
89	CCOC(=O)C1=C(C)N(c2ccc3c(c2)OCO3)C(=O)NC1c1cccc(F)c1 (stereo not drawn)	-5%	-6%
90	Cc1ccccc1NC(=O)CSC1=C(C#N)C(c2ccccc2C)C2=C(CCCC2=O)N1 (stereo not drawn)	-3%	-1%

entry	SMILES	AID inh	UDG counter
91	COc1cc(NC(=O)CCn2nc(C)c(S(=O)(=O)N3CCCCC3)c2C)cc(OC)c1OC	50%[activator]	-5%
92	COc1ccc(CNC(=O)c2ccc(C3Nc4ccccc4S(=O)(=O)N3)cc2)c(OC)c1 (stereo not drawn)	-12%	-1%
93	Cc1cccc(Oc2coc3cc(O)ccc3c2=O)c1	-1%	1%
94	CC(=O)c1sc(NC(=O)c2c(-c3ccccc3)c(-c3ccccc3)nn(C)c2=O)nc1C	6%	-2%[57.5 µM]
95	N#CC1=C(N)OC2=C(C(=O)CC(c3ccccc3)C2)C1c1ccc(Cl)cc1Cl (stereo not drawn)	-11%	13%
96	CC(C)c1ccc(NC(=O)NC(=O)C(F)(F)F)cc1	0%	-2%
97	COc1ccc2[nH]cc(CCNC(=O)Nc3ccccc3C)c2c1	-3%	10%
98	COc1ccc(/C=C/C(=O)Nc2sc3c(c2C(N)=O)CCCC3)cc1	11%	2%[57.5 µM]
99	CCCNC(=O)CCSc1nc(-c2ccc3c(c2)OCO3)cc(C(F)(F)F)n1	-15%	3%
100	Cc1nc2ccc(NC(=O)c3ccc4c(c3)NC(=O)CS4)cc2s1	-10%	-12%
101	O=C(Nc1ccccn1)c1cnc2ccccc2n1	19%	3%
102	COc1ccc(Br)cc1CNC(=O)c1ccc2nc(C(C)C)oc2c1	-9%	-6%
103	CC(C)(C)C(=O)NCCCNC(=O)C(C)(C)C	6%	-11%
104	Cc1nc2ccn(Cc3cccs3)c(=O)c2cc1C(=O)NCc1ccccc1	?	-1%[57.5 µM]
105	Cn1c(=O)c2c(nc(NCCc3ccccc3)n2Cc2ccccc2Br)n(C)c1=O	-4%&8%	9%&13%
106	Cn1c(=O)c2cc(S(=O)(=O)NC(Cc3ccccc3)C(=O)Nc3ccc(F)cc3)ccc2n(C)c1=O (stereo not drawn)	-11%	-7%
107	O=C1c2ccccc2N2C(=O)CCC2(C(=O)Nc2ccc(F)c(F)c2)N1Cc1ccccc1 (stereo not drawn)	-9%	-10%

# Compound activity from PubChem BioAssay.

# These rows are one share of the data; rates above refer to the full screens.
